HSF-1 GFP decrease: GFP reporter loss versus dox-driven RFP – NIH3T3 R4 cells, cherry-pick, set 3, dose response (AID 493083); NIH3T3 R4 HSF-1 GFP reporter, heat shock, 48 h; AC50 in µM for hits, for the others activity change, negative = inhibition, % at the top dose, mostly 19.5 µM; actives 4% (n = 2,400);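 active = compounds lowering signal whose fitted AC50 is at most ten times the top tested dose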;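 also: 0% = neutral control wells and -100% = didemnin B positive control; many of its hits are not listed in these tables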
The depositor's hits bear a star.

A first look (two entries):
SMILES	HSF-1 GFP decrease
Cc1cc(C)nc(-n2c(C)nc3cc(Cl)ccc3c2=O)c1	-3%
CC(=O)OC1(c2ccccc2)CCN(C)C2CCCCC21 (configuration not stated)	-3%

This part in full, repeating the preview:
SMILES	HSF-1 GFP decrease
Cc1cc(C)nc(-n2c(C)nc3cc(Cl)ccc3c2=O)c1	-3%
CC(=O)OC1(c2ccccc2)CCN(C)C2CCCCC21 (configuration not stated)	-3%
CCN(CC)P(=O)(NC(=O)c1cccn1C)N(CC)CC	-2%
O=C1NC(=S)N(C2CC2)C(=O)/C1=C/c1ccc2c(c1)CCN2CCCCl	8%
O=C(C1CCCO1)N1CCC2(CC1)OCCO2 (configuration not stated)	-9%
COc1ccccc1N=C1SCCCN1C	-6%
C=CCn1c(O)c(C(C)=NC2CCN(Cc3ccccc3)CC2)c(=O)[nH]c1=O	0%
O=C(CN1CC=C(c2ccccc2)CC1)NC(=O)NCc1ccccc1	2%

Some of the entries so far, with bars between the fields:
mol | HSF-1 GFP decrease
O=C1NC(=S)N(C2CC2)C(=O)/C1=C/c1ccc2c(c1)CCN2CCCCl | 8%
O=C(C1CCCO1)N1CCC2(CC1)OCCO2 (configuration not stated) | -9%
COc1ccccc1N=C1SCCCN1C | -6%

Screening results deposited in PubChem BioAssay by Broad Institute.

This is a subset. The share of hits here may be higher or lower than overall.
